Assay outcomes from PubChem BioAssay.
M4 antag – antagonists of human muscarinic M4 receptor (CHRM4) | P08173 | CHO-hM4 cells, ACh EC80, Fluo-8 calcium fluorescence | inhibition, % at 3 µM | actives 0.73% (n = 360,000) | AID 624125;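 active = inhibition above its plate's cutoff, the mean inhibition of sample wells plus 3 SD, cut at about 27% in these data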;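 note: 0% = acetylcholine EC80 with DMSO and 100% = DMSO without agonist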
CHRM5 antagonist – blocks acetylcholine activation of human M5 receptor; CHO-hM5 cells, Fluo-8 calcium fluorescence, ACh EC80; inhibition, % at 3 µM; actives 0.59% (n = 360,000);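 active = inhibition above a per-plate cutoff, the mean of that plate's test compounds plus 3 SD, cut at about 27% in these data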;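 note: 0% = acetylcholine EC80 with DMSO and 100% = DMSO without agonist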
Target sequence (P08912 whole entry, looked up): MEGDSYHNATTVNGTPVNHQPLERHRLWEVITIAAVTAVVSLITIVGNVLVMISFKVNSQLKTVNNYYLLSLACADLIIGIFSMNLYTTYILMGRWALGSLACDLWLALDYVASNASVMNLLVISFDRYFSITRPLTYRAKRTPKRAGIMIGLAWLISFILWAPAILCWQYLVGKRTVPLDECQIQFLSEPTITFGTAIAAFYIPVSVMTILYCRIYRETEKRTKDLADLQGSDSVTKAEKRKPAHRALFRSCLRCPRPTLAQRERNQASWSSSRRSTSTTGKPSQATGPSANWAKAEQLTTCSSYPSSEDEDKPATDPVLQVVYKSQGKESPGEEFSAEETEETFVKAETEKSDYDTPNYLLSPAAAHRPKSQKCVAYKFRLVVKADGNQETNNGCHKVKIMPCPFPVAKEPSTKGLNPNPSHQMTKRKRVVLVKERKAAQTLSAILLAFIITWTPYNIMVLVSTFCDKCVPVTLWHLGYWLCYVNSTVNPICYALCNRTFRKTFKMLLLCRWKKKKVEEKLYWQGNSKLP
M4 ag – CHRM4 agonism in calcium assay. actives 0.14% (n = 360,000). activation, % at 3 µM. P08173. CHO-K1 hM4/Gqi5, Fluo-8 calcium fluorescence; vehicle 0%, full acetylcholine response 100%;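 active = activation above the run mean over all test wells plus 3 SD, cut at about 32% in these data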;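 note: peak over basal fluorescence ratio per well then scaled between controls; 0% = DMSO wells and 100% = acetylcholine at EC100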
CRFBP-R2 agonist – CRF-BP/CRF-R2 complex agonism; actives 0.46% (n = 350,000); AID 588473; activation, % at 13.2 µM; HEK293 CRF-R2/CRF-BP, calcium dye fluorescence (FLIPR); percent of saturating CRF peptide response;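 active = activation of at least 50%, plus an integration ratio under a set limit after plate pattern correction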;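 note: plate controls were neutral control wells without compound for no effect and CRF at EC100 for full effect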
CHRM5 PAM – CHRM5 positive allosteric modulation. AID 624038. activation, % at 3 µM. actives 0.3% (n = 360,000). P08912. CHO-K1 hM5, Fluo-8 calcium, ACh EC20 PAM; 0% = ACh EC20, 100% = ACh EC100;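 active = activation above the run cutoff, the mean activation of all test compounds plus 3 SD, cut at about 18% in these data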
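Probe or stimulus: acetylcholine, EC20 level; Assay system: human M5 receptor in CHO-K1 cells; Schedule: compound preincubation 140 s before EC20 acetylcholine addition; Technique: intracellular calcium via Fluo-8 fluorescence; Dosing: single-point, 3 µM nominal; Read-out basis: percent activation from peak-over-basal fluorescence ratio, scaled EC20-to-EC100 acetylcholine; Repeats: one well per compound, no replicates.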
CHRM4 PAM – potentiates acetylcholine response at human M4 receptor | P08173 | CHO-K1 hM4/Gqi5, Fluo-8 calcium fluorescence, ACh EC20; 0% = ACh EC20, 100% = maximal ACh | activation, % at 3 µM | actives 0.4% (n = 360,000) | AID 624126;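 active = activation above its plate's cutoff, the mean activation of sample wells plus 3 SD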; note: some results filed as inactive read as strong as hits
CHRM5 agonist – CHRM5 agonism in calcium assay; activation, % at 3 µM; actives 0.19% (n = 360,000); CHO-K1 hM5 cells, Fluo-8 calcium fluorescence; 0% DMSO wells, 100% maximal acetylcholine response; P08912; AID 624037;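 active = activation above the run's mean over test compounds plus 3 SD, cut at about 23% in these data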;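 note: signal is peak over basal fluorescence ratio across the kinetic read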
CHRM1 PAM – potentiates human M1 receptor response to acetylcholine. CHO-K1 hM1, Fluo-8 calcium fluorescence, ACh EC20; 0% = ACh EC20, 100% = maximal ACh. actives 0.088% (n = 360,000). activation, % at 3 µM; in the data active = activation above about 19%, passing the limit was not always enough
CRFR2-BP antag – blocks CRF-induced signaling of the CRF-BP/CRF-R2 complex; HEK293 CRF-R2/CRF-BP, CRF-induced calcium fluorescence; inhibition, % at 11.8 µM; actives 0.59% (n = 350,000);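 active = inhibition of the ligand-induced calcium signal above about 50% at the single tested concentration, limit read from the data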
The depositor's hits bear a star; · = not tested or not shown.

No.	canonical_smiles	CHRM1 PAM	CHRM5 antagonist	CRFBP-R2 agonist	M4 antag	M4 ag	CHRM5 agonist	CRFR2-BP antag	CHRM4 PAM	CHRM5 PAM
1	CCc1c(C)nc(N)nc1N1N=C1SC	14	-5	0.1	3	-1	0	-7	2	5
2	COC(=O)C1=C(c2c(C)noc2C)C[C@@H]2CC[C@H]1N2C(=O)N1CCCC1	4	10	4.4	-1	1	7	2	1	-4
3	CC12CN3CC(C)(CN(C1)C3c1ccncc1)C2=O (stereo not given)	12	1	0.5	0	0	-1	4	9	-1
4	CCCSc1nc(O)c(CC)c(=O)n1C(C)CC (stereo not given)	15	-3	-0.7	-4	1	1	0	20	3
5	COc1cc(C=C2C(=O)NC(=O)NC2=O)ccc1OCc1ccc([N+](=O)[O-])cc1	1	9	1.5	2	4	5	-15	0	1
6	CCOC(=O)CN1C(=O)C2(C(C#N)=C(N)Oc3ccccc32)C(C(=O)OC)=C1C (stereo not given)	-3	-8	-0.1	3	2	-2	-13	3	0
7	Cn1c(=O)c2c(nc(-c3ccc(N(CCCl)CCCl)cc3)n2C)n(C)c1=O	1	3	0.1	1	2	-2	-2	-1	0
8	COc1cc2c3cc1Oc1c(OC)c(OC)cc4c1[C@H](Cc1ccc(cc1)Oc1cc(ccc1O)C[C@H]3N(C)CC2)N(C)CC4	-6	4	25	5	2	-1	-4	9	1
9	c1cc2c(cc1N1CCOCC1)CNCc1cnnn1-2	9	-5	·	-4	0	3	·	10	5
10	COc1ccc(OC(=O)N(C)C[C@@H]2OCc3cnnn3CCCC(=O)N([C@@H](C)CO)C[C@@H]2C)cc1	-1	-10	-0.7	-3	0	0	5	-5	4
11	CCOP(=O)(OCC)C(NC(=O)c1ccccc1C)C(Cl)(Cl)Cl (stereo not given)	8	-2	-0.6	-11	0	1	4	3	-2
12	CCC(=O)c1cn(Cc2ccc(C#N)cc2)c2ccccc12	7	1	-1.3	17	1	-1	-3	10	-6
13	COc1ccccc1N1C(=O)NC(=O)/C(=C/c2ccc3c4c(cccc24)CC3)C1=O	9	-2	8.3	-20	1	-4	-44	12	7
14	CNC(=O)Oc1ccc(N(C)C)cc1C(C)C	19	-5	-0.1	-7	0	-2	-5	3	3
15	CC1NC(=O)NC(=O)C1Br (stereo not given)	7	-1	-0.2	-1	1	2	-4	6	13
16	CCn1nc(/C=C/c2ccccc2)nc2c(=O)n(C)c(=O)nc1-2	4	1	-3.0	-2	8	6	-11	-2	-1
17	Cc1ccccc1-n1c(CNc2ccccc2)nc2ccccc2c1=O	-1	2	-0.3	1	1	0	-4	-1	-6
18	O=C1NC(=O)N(c2ccc(F)cc2)C(=O)/C1=C/c1ccsc1	12	-3	0.3	3	1	-1	-31	-3	5
19	COc1ccc(Oc2cc(NC(=O)c3nn(C)cc3[N+](=O)[O-])cc([N+](=O)[O-])c2)cc1	-4	0	0.7	5	4	-3	19	-8	-5
20	O=C(Nc1ccccc1)c1c(O)c2c(n(Cc3ccco3)c1=O)CCCC2	2	14	0.4	4	7	-1	19	0	-6
21	CCC(=Nc1ccc(OC)cc1OC)c1c(O)n(C2CCCCC2)c(=O)[nH]c1=O	-7	5	0.3	-11	2	-2	6	-6	-11
22	CCCCn1c(=O)c(C(=O)NCc2ccccc2OC)c(O)c2ccccc21	8	-14	3.9	-3	0	7	-25	-5	-1
23	CC(=O)C1CCC2C3CCC4CC(O)CCC4(C)C3C(=O)CC12C (stereo not given)	8	5	-1.1	-1	2	-2	-1	5	1
24	CC(Cc1ccccc1)NCC(=O)Nc1cc(N(C)C)nc2ccccc12 (stereo not given)	9	2	-1.3	7	8	-8	-13	-16	-2
25	O=C(O)c1cccc(N=Nc2c(O)[nH]c(=O)[nH]c2=O)c1	10	6	0.4	14	0	-4	4	7	6
26	COc1cc(C=C2C(=O)NC(=O)NC2=O)ccc1O	10	1	0.7	-6	1	-5	6	6	8
27	CCN(CC)CCCN=C(C)c1c(O)n(-c2ccc(C)cc2)c(=O)[nH]c1=O	13	6	2.2	-3	1	0	3	-6	-3
28	CCCNC(=O)N1CCC2(CC1)OCCO2	4	-3	-2.9	-2	1	1	25	6	0
29	Clc1ccc(C(OCCN2CCCCC2)c2ccccc2)cc1 (stereo not given)	-27	57*	-0.3	38*	5	-1	0	-19	-18
30	O=C1NC(=O)N(Cc2ccccc2)C(=O)C1Cc1ccccc1 (stereo not given)	3	10	0.3	-4	1	-2	-4	4	6
31	COc1cc(C(=O)OC2C[C@H]3CC[C@@H](C2)N3C)ccc1O (stereo not given in full)	-4	1	-0.2	3	0	-8	7	-4	0
32	CCOC(=O)C1(CCc2ccccc2)CCN(CC(O)CO)CC1 (stereo not given)	15	9	-0.3	2	2	1	3	2	8
33	CCN(CC)c1ccc(/C=C/[N+](=O)[O-])cc1	-8	90*	251*	29*	71*	96*	-282	-28	-31
34	COc1ccc(C(=O)Nc2cccc(S(=O)(=O)NCc3ccco3)c2)cc1	-4	6	-2.4	8	8	0	7	2	-2
35	CN1CCCN(C(=O)COc2ccccc2Br)CC1	-5	-7	-1.1	3	1	-7	5	-6	6
36	COc1ccccc1NC1=NCCS1	0	-7	-0.5	-4	0	-4	0	-4	6
37	Cc1cccc(C)c1-n1nnnc1C(c1cccs1)N1CCC(n2c(=O)[nH]c3ccccc32)CC1 (stereo not given)	4	7	·	-5	0	4	·	2	-3
38	CCOC(=O)c1[nH]c2ccc(OC)cc2c1C(SCC(=O)O)c1ccc(C(F)(F)F)cc1 (stereo not given)	4	2	-0.8	-3	0	-3	-14	-2	-1
39	CCC(C#N)(CC)P(=S)(c1ccccc1)c1ccccc1	6	2	-1.4	-1	-2	-6	-17	-11	-11
40	O=c1[nH]c(=O)n(CCC2=CCCCC2)c(O)c1/C=N/Nc1ccccc1	11	-1	2.4	4	0	-1	-67	2	-2
41	CCOC(=O)[C@@]1(C#N)[C@@H]2C=CC(C(N)=O)=CN2[C@@H](C(N)=O)[C@@H]1c1cccc(Cl)c1	-1	-13	5.2	-15	2	-4	-21	3	31*
42	O=C(c1cc(F)ccc1F)C1CCCN(Cc2ccc3nonc3c2)C1 (stereo not given)	-3	5	-4.5	-6	-1	-13	19	-5	-4
43	CCOC(=O)C1CCN(/C=C2\C(=O)NC(=S)N(CC)C2=O)CC1	-8	-5	-0.1	-9	1	4	0	4	-3
44	CCOP(=O)(OCC)C1(O)C(=O)Nc2ccccc21 (stereo not given)	2	-1	-1.3	-4	1	0	24	4	3
45	COC1CC2C=C(C)C=CC=CC(=O)NC(c3ccccc3)CC=CCCC(O)CC(=O)C2=C1O (stereo not given)	-18	54*	·	87*	21	16	·	-14	-20
46	CC(=O)N1N=C2C3CCN(CC3)C2C1c1ccc(F)cc1 (stereo not given)	11	5	-0.8	6	1	-1	-3	-4	3
47	Cc1ccc2cc(CNCCc3ccccc3C)c(=O)[nH]c2c1	4	13	0.2	2	0	0	-19	-6	-2
48	CCCCn1c(O)c(C(CC)=Nc2ccc(C(=O)O)cc2)c(=O)[nH]c1=O	1	2	0.3	-4	0	0	11	-2	-4
49	CCCNC(=O)N1[C@H]2CC[C@@H]1C(C(=O)OC)=C(c1ccc(F)cc1OCc1ccccc1)C2	5	2	-0.6	4	0	-2	6	-3	-7
50	COc1cccc(CN2CC=C(c3ccc(F)cc3)CC2)c1	-4	6	-0.1	-8	0	-5	0	-7	2
51	COc1cccc(C(=O)N2C[C@H]3C[C@@H](C2)c2cccc(=O)n2C3)c1	9	6	0.6	0	8	2	3	1	2
52	CN1c2ccc([N+](=O)[O-])cc2CC2(C(=O)NC(=O)N(c3ccccc3)C2=O)C1c1ccccc1 (stereo not given)	9	5	-0.8	-5	1	1	2	4	-4
53	O=P1(Nc2cccnc2)COc2ccccc2OC1	3	-7	0.0	2	0	1	11	2	3
54	CCOC(=O)c1cccc(C2=C(CNC(=O)c3cccnc3)[C@H]3CC[C@@H](C2)N3Cc2ccccc2)c1	2	4	1.8	-10	3	-3	3	1	1
55	O=C(Oc1ccc([N+](=O)[O-])cc1)N1CCC(N2CCCCC2)CC1	-41	4	4.5	56*	0	-8	-9	-17	-4
56	CN1CCCN(C(=O)COc2ccc(F)cc2Cl)CC1	2	7	-0.2	-2	1	-7	17	5	-2
57	Cc1ccc(N(C)C(=O)Oc2cccc3cccnc23)cc1	2	9	-0.6	-3	1	-5	0	0	4
58	COC(=O)C(O)(c1ccc(NC(=O)c2ccco2)c(OC)c1)C(F)(F)F (stereo not given)	1	-7	-1.9	2	0	-3	-8	-4	0
59	CCN(CC)C(=O)c1ccc(NC(=O)c2ccc(-c3nn(C)c(=O)c4ccccc34)cc2)cc1	1	-15	-1.0	-18	1	-2	-23	6	-1
60	COc1cc(CC2(CCc3ccncc3)C(=O)N(C)C(=O)N(C)C2=O)cc(OC)c1OC	7	4	4.1	-13	2	-2	-16	0	4

3 compounds from above with just CRFBP-R2 agonist:
#	Molecule	CRFBP-R2 agonist
53	O=P1(Nc2cccnc2)COc2ccccc2OC1	0.0
54	CCOC(=O)c1cccc(C2=C(CNC(=O)c3cccnc3)[C@H]3CC[C@@H](C2)N3Cc2ccccc2)c1	1.8
55	O=C(Oc1ccc([N+](=O)[O-])cc1)N1CCC(N2CCCCC2)CC1	4.5

An excerpt, so the mix of outcomes need not match the whole.
